Bioassay records as filed in PubChem.
TcdB inh: inhibitors of Clostridioides difficile toxin B glycohydrolase. 350,000 compounds, 0.24% hits. TcdB glycohydrolase enzymatic assay, plate reader. P18177. inhibition, % at 9.99 µM; in the data active = inhibition above about 10%
Target sequence (P18177 whole entry, looked up): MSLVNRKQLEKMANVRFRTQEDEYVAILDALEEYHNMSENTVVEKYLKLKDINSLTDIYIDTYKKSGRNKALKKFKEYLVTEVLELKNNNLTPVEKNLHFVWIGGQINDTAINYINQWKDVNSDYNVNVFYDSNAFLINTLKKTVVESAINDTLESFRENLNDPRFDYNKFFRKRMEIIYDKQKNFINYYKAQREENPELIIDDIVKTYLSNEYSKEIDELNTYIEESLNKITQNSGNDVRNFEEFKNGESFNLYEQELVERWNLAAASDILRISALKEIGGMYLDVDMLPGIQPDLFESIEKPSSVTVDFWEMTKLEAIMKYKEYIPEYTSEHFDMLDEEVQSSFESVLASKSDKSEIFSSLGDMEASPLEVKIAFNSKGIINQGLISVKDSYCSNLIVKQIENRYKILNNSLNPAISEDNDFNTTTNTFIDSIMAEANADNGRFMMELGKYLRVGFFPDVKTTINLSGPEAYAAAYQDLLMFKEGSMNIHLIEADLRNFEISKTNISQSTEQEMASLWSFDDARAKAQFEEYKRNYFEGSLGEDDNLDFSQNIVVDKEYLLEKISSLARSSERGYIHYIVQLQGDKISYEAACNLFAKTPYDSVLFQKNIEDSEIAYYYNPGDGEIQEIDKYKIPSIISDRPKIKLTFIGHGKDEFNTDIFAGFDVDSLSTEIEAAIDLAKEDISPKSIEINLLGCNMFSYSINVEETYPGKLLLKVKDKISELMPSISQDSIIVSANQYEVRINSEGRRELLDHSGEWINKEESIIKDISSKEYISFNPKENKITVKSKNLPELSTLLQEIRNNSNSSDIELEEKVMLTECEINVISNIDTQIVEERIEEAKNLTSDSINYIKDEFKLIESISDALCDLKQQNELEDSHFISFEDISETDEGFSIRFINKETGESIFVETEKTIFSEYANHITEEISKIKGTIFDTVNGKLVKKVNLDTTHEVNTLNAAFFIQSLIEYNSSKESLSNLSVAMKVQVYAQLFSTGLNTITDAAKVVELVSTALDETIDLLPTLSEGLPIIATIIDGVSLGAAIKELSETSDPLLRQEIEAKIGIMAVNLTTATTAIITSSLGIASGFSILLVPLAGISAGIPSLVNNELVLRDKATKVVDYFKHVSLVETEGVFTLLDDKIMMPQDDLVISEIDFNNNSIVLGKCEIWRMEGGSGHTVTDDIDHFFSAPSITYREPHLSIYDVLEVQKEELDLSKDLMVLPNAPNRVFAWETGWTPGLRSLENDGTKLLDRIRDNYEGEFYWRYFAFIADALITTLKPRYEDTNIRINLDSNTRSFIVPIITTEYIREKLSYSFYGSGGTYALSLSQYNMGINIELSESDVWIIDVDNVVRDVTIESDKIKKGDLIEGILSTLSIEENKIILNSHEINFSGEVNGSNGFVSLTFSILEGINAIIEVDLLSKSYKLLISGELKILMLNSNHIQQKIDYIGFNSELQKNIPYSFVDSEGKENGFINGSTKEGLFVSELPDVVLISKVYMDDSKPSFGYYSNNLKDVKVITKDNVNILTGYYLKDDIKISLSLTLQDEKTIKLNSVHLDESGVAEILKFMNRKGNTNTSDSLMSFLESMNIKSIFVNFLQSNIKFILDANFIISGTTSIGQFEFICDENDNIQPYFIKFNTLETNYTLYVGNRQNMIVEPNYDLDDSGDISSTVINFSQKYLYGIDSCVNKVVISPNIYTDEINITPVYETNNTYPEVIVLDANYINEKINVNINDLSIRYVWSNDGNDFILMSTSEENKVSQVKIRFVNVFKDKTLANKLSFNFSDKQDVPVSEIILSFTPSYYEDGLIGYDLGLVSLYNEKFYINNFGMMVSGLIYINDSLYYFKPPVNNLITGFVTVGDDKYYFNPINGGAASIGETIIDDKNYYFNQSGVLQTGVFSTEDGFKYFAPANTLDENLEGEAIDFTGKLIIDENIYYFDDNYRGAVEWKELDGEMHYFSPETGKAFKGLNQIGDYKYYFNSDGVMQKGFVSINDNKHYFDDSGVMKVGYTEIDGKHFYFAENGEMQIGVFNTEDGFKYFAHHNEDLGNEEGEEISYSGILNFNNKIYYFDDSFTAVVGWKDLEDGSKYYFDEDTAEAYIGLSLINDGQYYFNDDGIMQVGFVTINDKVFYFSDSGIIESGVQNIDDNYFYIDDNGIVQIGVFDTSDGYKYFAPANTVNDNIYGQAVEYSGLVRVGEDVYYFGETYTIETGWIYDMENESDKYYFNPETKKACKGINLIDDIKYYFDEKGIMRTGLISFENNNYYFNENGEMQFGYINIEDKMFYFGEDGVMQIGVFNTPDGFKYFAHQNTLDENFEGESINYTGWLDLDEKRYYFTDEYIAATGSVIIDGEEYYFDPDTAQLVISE
An asterisk follows results filed as active. Only part of the results is shown (hit frequency here may not be typical).

How did CN(C)C(=O)c1cccc(-c2ccc([C@H]3[C@@H](CO)N4CCCCN(S(C)(=O)=O)C[C@H]34)cc2)c1 do in these assays?
TcdB inh: -0.3

How did CCS(=O)(=O)Nc1ccc2c(c1)C(=O)N(C)[C@H]1CC[C@H](CC(=O)OC)O[C@@H]1CO2 do in these assays?
TcdB inh: -0.8

How did CCCN1C[C@@H](C)[C@H](OC)CN(C)C(=O)c2ccc(NC(=O)C3CCC3)cc2OC[C@@H]1C do in these assays?
TcdB inh: -0.2

What do the screens show for `COc1ccc(C(=O)Nc2ccc3c(c2)C(=O)N(C)C[C@@H](OC)[C@H](C)CN(C(=O)C2CC2)[C@H](C)CO3)cc1`?
TcdB inh: 0.4

How did C[C@H](CO)N1C[C@H](C)[C@H](CN(C)Cc2ccccn2)Oc2ncc(C#CC3CC3)cc2C1=O do in these assays?
TcdB inh: -0.6

Results for CCCC(=O)Nc1ccc2c(c1)OC[C@H](C)N(Cc1cncnc1)C[C@@H](C)[C@@H](OC)CN(C)C2=O ?
TcdB inh: 0.8

What do the screens show for `O=C(NCC1CCCCC1)[C@@H]1[C@@H](CO)[C@@H]2Cn3c(cccc3=O)[C@H]1N2CCc1ccccc1`?
TcdB inh: 1.1

How did CCCNC(=O)N[C@H]1CC[C@@H](CC(=O)N2CCN(C)CC2)O[C@H]1CO do in these assays?
TcdB inh: -0.3

What do the screens show for `C/C=C/c1ccc([C@@H]2[C@H](CO)N3CCCCN(S(=O)(=O)c4cccc(C)c4)C[C@@H]23)cc1`?
TcdB inh: 0.2

Results for C[C@@H]1CN([C@H](C)CO)C(=O)c2c(c3ccccc3n2C)-c2ccccc2CO[C@H]1CN(C)C(=O)Nc1ccnc(N2CCOCC2)c1 ?
TcdB inh: -4.2

What do the screens show for `COCC(=O)Nc1ccc2c(c1)C(=O)N(C)C[C@H](OC)[C@@H](C)CN(Cc1cc(F)ccc1F)[C@@H](C)CO2`?
TcdB inh: 0.4

Results for C[C@@H]1CN([C@@H](C)CO)C(=O)Cc2cc(NC(=O)C3CCCCC3)ccc2O[C@H]1CN(C)S(=O)(=O)c1ccc(Cl)cc1 ?
TcdB inh: 0.0

What do the screens show for `Cc1ccc(S(=O)(=O)Nc2ccc3c(c2)C(=O)N([C@H](C)CO)C[C@@H](C)[C@@H](CN(C)S(C)(=O)=O)OCCCC[C@H](C)O3)cc1`?
TcdB inh: -2.2

What do the screens show for `C[C@@H]1CN([C@@H](C)CO)C(=O)c2cc(C#Cc3ccccc3)cnc2O[C@@H]1CN(C)S(=O)(=O)c1ccccc1F`?
TcdB inh: -7.0

What do the screens show for `C[C@@H]1CN([C@H](C)CO)S(=O)(=O)c2ccc(-c3ccc(C(=O)N(C)C)cc3)cc2O[C@@H]1CN(C)C(=O)C1CCOCC1`?
TcdB inh: 0.6

What do the screens show for `C/C=C/c1ccc([C@@H]2[C@H]3CN(Cc4ccc(F)cc4)CC(=O)N3[C@H]2CO)cc1`?
TcdB inh: 1.3

Results for C[C@@H]1CN([C@@H](C)CO)C(=O)c2cccc(NC(=O)NC3CCCCC3)c2O[C@H]1CN(C)S(=O)(=O)c1cn(C)cn1 ?
TcdB inh: -0.2

What do the screens show for `N#C[C@H]1[C@H](c2ccccc2-c2ccc(F)cc2)[C@H](CO)N1c1ncc(-c2ccccc2)s1`?
TcdB inh: 0.4

What do the screens show for `Cc1cccc(S(=O)(=O)N2CCCCN3[C@H](C2)[C@H](c2ccc(-c4ccccc4)cc2)[C@@H]3CO)c1`?
TcdB inh: 0.1

Results for Cc1ccc(S(=O)(=O)N[C@H]2CC[C@H](CC(=O)NCCCN(C)C)O[C@@H]2CO)cc1 ?
TcdB inh: 1.2

What do the screens show for `CO[C@@H]1CN(C)C(=O)c2cc(NC(=O)NC(C)C)ccc2OC[C@H](C)N(Cc2ccccc2)C[C@@H]1C`?
TcdB inh: -0.6

What do the screens show for `CC(=O)N(C)C[C@H]1Oc2ncc(-c3ccc(C)cc3)cc2C(=O)N([C@@H](C)CO)C[C@H]1C`?
TcdB inh: 0.8

Results for O=C(O)C[C@@H]1C[C@@H]2c3cc(NC(=O)c4cccnc4)ccc3O[C@@H]2[C@@H](CO)O1 ?
TcdB inh: -2.2

Results for O=C(CC(F)(F)F)N1C[C@@H]2[C@H](c3ccccc31)[C@@H](CO)N2CC1CCCCC1 ?
TcdB inh: 1.2

Results for Cc1noc(C)c1S(=O)(=O)Nc1ccc2c(c1)CC(=O)N([C@H](C)CO)C[C@H](C)[C@@H](CN(C)Cc1ccc(C(F)(F)F)cc1)O2 ?
TcdB inh: 0.8

Results for COc1cccc(-c2ccc([C@H]3[C@@H](CO)N4CCCCN(C(=O)Cc5ccncc5)C[C@@H]34)cc2)c1 ?
TcdB inh: -2.1

What do the screens show for `C[C@H](CO)N1C[C@H](C)[C@H](CN(C)C(=O)c2ccncc2)Oc2ncc(C3=CCCC3)cc2C1=O`?
TcdB inh: -0.4

Results for C[C@@H]1CN([C@@H](C)CO)C(=O)Cc2cc(NS(=O)(=O)c3ccc(F)cc3)ccc2O[C@@H]1CN(C)Cc1ccccc1 ?
TcdB inh: -0.7

Results for C[C@H](CO)N1C[C@H](C)[C@@H](CN(C)S(=O)(=O)c2ccccc2)OCCCC[C@H](C)Oc2ccc(NS(=O)(=O)c3ccccc3)cc2C1=O ?
TcdB inh: 0.4

What do the screens show for `COc1cccc(C(=O)Nc2ccc3c(c2)C(=O)N(C)[C@H]2CC[C@H](CC(=O)NCC4CC4)O[C@@H]2CO3)c1`?
TcdB inh: -0.7

How did CCCC#Cc1ccc2c(c1)O[C@@H](CN(C)C(=O)c1cnccn1)[C@H](C)CN([C@@H](C)CO)S2(=O)=O do in these assays?
TcdB inh: 0.4

Results for CN(C)C(=O)c1ccc(-c2ccc3c(c2)[C@H]2[C@H](CCN2C(=O)c2ccc(F)cc2)[C@@H](CO)N3C)cc1 ?
TcdB inh: -0.3

Results for CO[C@H]1CN(C)C(=O)c2ccc(NC(C)=O)cc2OC[C@@H](C)N(CC2CCCCC2)C[C@@H]1C ?
TcdB inh: 1.1

How did O=C(NCC[C@@H]1CC[C@@H](NC(=O)C2CC2)[C@@H](CO)O1)Nc1ccc(Cl)cc1 do in these assays?
TcdB inh: 1.4

What do the screens show for `COCC#Cc1cnc2c(c1)C(=O)N([C@H](C)CO)C[C@@H](C)[C@H](CN(C)C(=O)c1cccc(F)c1)O2`?
TcdB inh: 0.2

What do the screens show for `CCC(=O)Nc1ccc2c(c1)OC[C@H](C)N(C(=O)NC(C)C)C[C@@H](C)[C@@H](OC)CN(C)C2=O`?
TcdB inh: 11*

How did CN1CCN(C(=O)C[C@H]2CC[C@H]3[C@@H](COc4ccc(NC(=O)C5CCCCC5)cc4C(=O)N3C)O2)CC1 do in these assays?
TcdB inh: -5.5

How did O=C(Cc1ccncc1)Nc1ccc2c(c1)[C@H]1C[C@@H](CC(=O)NC3CCCC3)O[C@@H](CO)[C@H]1O2 do in these assays?
TcdB inh: -1.2

What do the screens show for `O=S(=O)(c1ccccc1)N1CC2(C1)[C@@H](c1ccccc1)[C@@H](CO)N2CC1CCCC1`?
TcdB inh: 0.1

What do the screens show for `CCC(=O)Nc1ccc2c(c1)OC[C@@H](C)N(Cc1ccccn1)C[C@@H](C)[C@@H](OC)CN(C)C2=O`?
TcdB inh: -0.2

How did Cc1noc(C)c1NC(=O)Nc1cccc2c1O[C@H](CN(C)Cc1ccc(Cl)c(Cl)c1)[C@H](C)CN([C@H](C)CO)C2=O do in these assays?
TcdB inh: 2.0

Results for O=C(C[C@H]1C=C[C@H](NC(=O)CC2CC2)[C@H](CO)O1)NCc1ccc(Cl)cc1 ?
TcdB inh: -9.3

Results for C[C@@H]1CN([C@H](C)CO)C(=O)c2cc(C#CC3CCCC3)cnc2O[C@@H]1CN(C)C(=O)c1ccncc1 ?
TcdB inh: 2.4

How did C[C@H](NC(=O)C[C@@H]1CC[C@H](NC(=O)c2cccnc2)[C@H](CO)O1)c1ccccc1 do in these assays?
TcdB inh: -0.3

How did O=C(C[C@@H]1CC[C@H]2[C@@H](COC[C@@H](O)CN2S(=O)(=O)c2cccc(Cl)c2)O1)N1CCCCC1 do in these assays?
TcdB inh: 1.3

What do the screens show for `O=C(NCC[C@@H]1CC[C@H](NS(=O)(=O)c2cccc(F)c2)[C@H](CO)O1)C1CCC1`?
TcdB inh: -9.6

What do the screens show for `C[C@H]1CN([C@@H](C)CO)C(=O)Cc2cc(NS(=O)(=O)c3ccc(Cl)cc3)ccc2O[C@H]1CN(C)S(C)(=O)=O`?
TcdB inh: 0.3

Results for C[C@@H]1CN([C@@H](C)CO)C(=O)c2cc(Br)cnc2O[C@@H]1CN(C)C(=O)CN1CCOCC1 ?
TcdB inh: 0.1

What do the screens show for `C/C=C/c1cnc2c(c1)C(=O)N([C@H](C)CO)C[C@@H](C)[C@@H](CN(C)C(=O)Cc1cccnc1)O2`?
TcdB inh: 1.1

What do the screens show for `C[C@@H]1CN([C@@H](C)CO)C(=O)Cc2cc(NS(=O)(=O)c3ccccc3)ccc2O[C@@H]1CN(C)C(=O)NC1CCCCC1`?
TcdB inh: -0.6

How did O=C(C[C@H]1CC[C@@H]2[C@H](COC[C@H](O)CN2C(=O)c2ccc(F)cc2)O1)NCCCN1CCOCC1 do in these assays?
TcdB inh: -2.1

How did COc1cccc(-c2ccc([C@@H]3[C@@H](CO)N4C(=O)CN(C(=O)C5CCOCC5)C[C@@H]34)cc2)c1 do in these assays?
TcdB inh: -2.0

What do the screens show for `O=C(C[C@@H]1CC[C@@H](NC(=O)C2CC2)[C@H](CO)O1)NCc1ccccc1Cl`?
TcdB inh: -0.8

Results for C[C@@H]1CCCCO[C@H](CN(C)C(=O)Nc2ccc(C(F)(F)F)cc2)[C@H](C)CN([C@H](C)CO)C(=O)c2cc(NC(=O)Nc3ccccc3)ccc2O1 ?
TcdB inh: -0.6

How did C[C@@H]1CCCCO[C@@H](CN(C)S(=O)(=O)c2cn(C)cn2)[C@@H](C)CN([C@@H](C)CO)C(=O)c2cc(NC(=O)Nc3cccc4ccccc34)ccc2O1 do in these assays?
TcdB inh: -1.9

What do the screens show for `CNC[C@H]1Oc2ccc(NC(=O)Cc3cn(C)c4ccccc34)cc2C(=O)N([C@H](C)CO)C[C@H]1C`?
TcdB inh: -1.4

How did C[C@@H]1CN([C@@H](C)CO)C(=O)c2cc(NC(=O)Cc3cn(C)c4ccccc34)ccc2O[C@H]1CN(C)Cc1ccncc1 do in these assays?
TcdB inh: 0.7

Results for Cc1noc(C)c1NC(=O)N(C)C[C@H]1Oc2ccc(NC(=O)CCN3CCOCC3)cc2C(=O)N([C@@H](C)CO)C[C@@H]1C ?
TcdB inh: -0.4

How did O=C(NC1CCCCC1)N[C@@H]1CC[C@H](CCNS(=O)(=O)c2ccc(F)cc2)O[C@@H]1CO do in these assays?
TcdB inh: -0.5

How did C[C@@H]1CCCCO[C@H](CN(C)S(=O)(=O)c2ccc(F)cc2)[C@H](C)CN([C@@H](C)CO)C(=O)c2cc(NS(=O)(=O)c3cccs3)ccc2O1 do in these assays?
TcdB inh: 0.2

Taken from above, three compounds:
What do the screens show for `C/C=C/c1cnc2c(c1)C(=O)N([C@H](C)CO)C[C@@H](C)[C@@H](CN(C)C(=O)Cc1cccnc1)O2`?
TcdB inh: 1.1

What do the screens show for `C[C@@H]1CN([C@@H](C)CO)C(=O)Cc2cc(NS(=O)(=O)c3ccccc3)ccc2O[C@@H]1CN(C)C(=O)NC1CCCCC1`?
TcdB inh: -0.6

How did O=C(C[C@H]1CC[C@@H]2[C@H](COC[C@H](O)CN2C(=O)c2ccc(F)cc2)O1)NCCCN1CCOCC1 do in these assays?
TcdB inh: -2.1

Further records:
How did CCCC(=O)Nc1ccc2c(c1)OC[C@@H](C)N(C(=O)Cc1cccnc1)C[C@@H](C)[C@H](OC)CN(C)C2=O do in these assays?
TcdB inh: 0.0

Results for COc1ccc(CN(C)C[C@H]2OCCCC[C@H](C)Oc3ccc(NS(=O)(=O)c4ccc(F)cc4)cc3C(=O)N([C@@H](C)CO)C[C@@H]2C)cc1 ?
TcdB inh: 1.3

What do the screens show for `N#Cc1cccc(-c2ccc([C@H]3[C@@H](CO)N4CCCCN(C(=O)Nc5ccc(F)cc5)C[C@@H]34)cc2)c1`?
TcdB inh: -0.7

What do the screens show for `C[C@@H]1CCCCO[C@@H](CN(C)C(=O)c2ccccc2)[C@H](C)CN([C@H](C)CO)C(=O)c2cc(NC(=O)Nc3ccc(C(F)(F)F)cc3)ccc2O1`?
TcdB inh: 0.3

How did COCCNC(=O)C[C@H]1CC[C@@H]2[C@@H](COc3ccc(NC(=O)C4CCCC4)cc3C(=O)N2C)O1 do in these assays?
TcdB inh: 3.8

How did O=C(Cc1ccccc1)N[C@H]1CC[C@H](CC(=O)N2CCOCC2)O[C@H]1CO do in these assays?
TcdB inh: -7.0

How did C[C@H]1CCCCO[C@@H](CN(C)C(=O)c2ccccc2)[C@@H](C)CN([C@@H](C)CO)C(=O)c2cc(NS(=O)(=O)c3cn(C)cn3)ccc2O1 do in these assays?
TcdB inh: -1.4

How did Cc1noc(C)c1S(=O)(=O)N(C)C[C@@H]1OCCCC[C@@H](C)Oc2ccc(NS(C)(=O)=O)cc2C(=O)N([C@H](C)CO)C[C@@H]1C do in these assays?
TcdB inh: -10

What do the screens show for `C[C@H]1CN([C@@H](C)CO)C(=O)c2cccc(NC(=O)Nc3ccccc3)c2O[C@H]1CN(C)Cc1ccc(Oc2ccccc2)cc1`?
TcdB inh: -0.3

3 records drawn at random from those above, as already listed:
Results for COc1ccc(CN(C)C[C@H]2OCCCC[C@H](C)Oc3ccc(NS(=O)(=O)c4ccc(F)cc4)cc3C(=O)N([C@@H](C)CO)C[C@@H]2C)cc1 ?
TcdB inh: 1.3

What do the screens show for `N#Cc1cccc(-c2ccc([C@H]3[C@@H](CO)N4CCCCN(C(=O)Nc5ccc(F)cc5)C[C@@H]34)cc2)c1`?
TcdB inh: -0.7

How did O=C(Cc1ccccc1)N[C@H]1CC[C@H](CC(=O)N2CCOCC2)O[C@H]1CO do in these assays?
TcdB inh: -7.0
